Bioassay records: PubChem, several laboratories
rCAG binder: binds r(CAG) RNA repeats | r(CAG) RNA repeat, TO-PRO-1 dye displacement fluorescence | inhibition, % at 3 µM | hit rate 1.3% among 370,000 | AID 651821;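 active = inhibition above the plate cutoff, the mean of all test compounds on that plate plus 3 SD, cut at about 35% in these data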;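 note: 0% = DMSO alone and 100% = 100 µM mitoxantrone as full dye displacement; higher means more dye released from RNA so lower well fluorescence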
LEDGF integ inh: blocks HIV-1 LEDGF/p75-dependent DNA integration. TR-FRET IN-LEDGF/p75 DNA integration, Eu/Cy5. inhibition, % at 3.7 µM. hit rate 0.64% among 370,000. AID 743269;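 active = inhibition above the screen-wide mean plus 3 SD, cut at about 13% in these data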;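 note: signal is the Cy5 over europium emission ratio at 671 and 618 nm; 0% = plate median of compound wells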
TCR CD3 inh: human TCR-CD3 binding inhibition; TAMRA-labeled TCR probe fluorescence, biochemical; inhibition, % at 9.4 µM; hit rate 0.37% among 360,000; AID 651800; in the data active = inhibition above about 19%;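 note: recombinant mutant TCR 2C K166C tagged with TAMRA read by polarization; 0% = receptor in buffer alone and 100% = receptor with positive control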
NR1D1 modulator: Rev-erb alpha (human) modulation. activity, % at 10 µM. AID 1259318. P20393. Rev-erbα–FITC-DNA binding, fluorescence polarization, 90 min. hit rate 0.79% among 370,000;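 active = activity above about 14%, limit read from the data; passing the limit was not always enough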;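 note: 0% = DMSO wells with 35 nM protein and 100% = DMSO wells with 750 nM protein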
Target sequence (P20393 whole entry, looked up): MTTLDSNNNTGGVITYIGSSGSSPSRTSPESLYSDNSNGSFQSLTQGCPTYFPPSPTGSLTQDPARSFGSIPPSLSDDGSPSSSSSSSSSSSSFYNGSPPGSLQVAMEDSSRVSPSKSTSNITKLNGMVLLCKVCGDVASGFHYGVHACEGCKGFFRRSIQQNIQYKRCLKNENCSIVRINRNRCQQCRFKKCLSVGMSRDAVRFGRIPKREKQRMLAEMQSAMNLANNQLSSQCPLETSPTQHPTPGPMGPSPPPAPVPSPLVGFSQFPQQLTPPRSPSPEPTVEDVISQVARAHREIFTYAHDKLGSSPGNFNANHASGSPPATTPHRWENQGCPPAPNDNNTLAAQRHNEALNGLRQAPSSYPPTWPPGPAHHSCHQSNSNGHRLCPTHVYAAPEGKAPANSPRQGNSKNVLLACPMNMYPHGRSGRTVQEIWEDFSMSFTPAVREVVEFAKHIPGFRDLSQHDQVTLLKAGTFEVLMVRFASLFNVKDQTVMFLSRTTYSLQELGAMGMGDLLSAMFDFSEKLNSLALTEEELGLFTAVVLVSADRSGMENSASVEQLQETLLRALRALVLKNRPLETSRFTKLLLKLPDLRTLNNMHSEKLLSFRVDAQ
MBD2 inh: MBD2-methylated oligo binding inhibition | Q9UBB5 | TR-FRET, MBD2 binding to methylated oligonucleotide | inhibition, % at 4.4 µM | hit rate 0.31% among 370,000 | AID 686964; in the data active = inhibition above about 13%
Target sequence (Q9UBB5 whole entry, looked up): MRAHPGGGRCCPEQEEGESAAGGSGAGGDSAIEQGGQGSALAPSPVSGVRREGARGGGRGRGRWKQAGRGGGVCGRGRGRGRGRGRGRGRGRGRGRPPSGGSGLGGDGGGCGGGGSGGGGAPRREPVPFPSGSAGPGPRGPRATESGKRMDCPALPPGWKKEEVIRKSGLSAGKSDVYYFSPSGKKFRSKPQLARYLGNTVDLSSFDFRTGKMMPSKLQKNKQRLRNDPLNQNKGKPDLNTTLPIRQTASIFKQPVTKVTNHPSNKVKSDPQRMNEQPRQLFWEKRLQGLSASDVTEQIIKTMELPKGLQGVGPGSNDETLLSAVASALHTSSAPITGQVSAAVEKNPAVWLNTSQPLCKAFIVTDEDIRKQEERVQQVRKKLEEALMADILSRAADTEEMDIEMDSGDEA
UHRF1 binding: UHRF1 methyl-DNA binding inhibition; Q96T88; UHRF1 binding to methylated oligo, TR-FRET; inhibition, % at 4.4 µM; hit rate 0.75% among 370,000; in the data active = inhibition above about 21%;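 note: UHRF1 SRA domain binding a hemimethylated CpG hairpin DNA probe; 0% = median of test compound wells and 100% = reference inhibitor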
ABHD4 inh: ABHD4 (mouse) inhibition, primary FP screen; purified mABHD4, FP-Rh probe fluorescence polarization; inhibition, % at 8.92 µM; hit rate 0.54% among 370,000; AID 720543;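 active = inhibition exceeding the mean over every tested compound plus 3 SD, cut at about 30% in these data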;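 note: 0% = plate median of compound wells and 100% = S159A mutant with DMSO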
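Assay system: mouse ABHD4 enzyme, wild type / Also added: fluorescent activity-based probe FP-Rh / Doses: single nominal dose of 8.92 µM, 0.89% DMSO final / Timing: 45 min compound pre-incubation plus 60 min probe step, 25 °C / Signal: FP readout, ex 525 nm / em 598 nm / Control set: S159A mutant/DMSO as 100%, compound-well median as 0%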
HTRA1 inhibitor: inhibitors of human serine peptidase HTRA1; Q92743; recombinant HTRA1, FP-rhodamine activity-based probe, fluorescence polarization; inhibition, % at 5.96 µM; hit rate 0.5% among 340,000; AID 504803; in the data active = inhibition above about 36%;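 note: 0% = enzyme with DMSO and 100% = wells lacking enzyme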
PRMT1 FP inh: inhibitors of human PRMT1; recombinant PRMT1, activity-based probe fluorescence polarization; inhibition, % at 2.79 µM; hit rate 1.3% among 370,000; AID 652257;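 active = inhibition above about 21% made by adding two undisclosed values, limit read from the data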
PG9 Ab binder: small molecules binding HIV-1 gp120 antibody PG9; hit rate 0.43% among 360,000; inhibition, % at 6.7 µM; AID 624416; TR-FRET gp120-PG9 antibody binding; in the data active = inhibition above about 8.5%
* hit, by the source's call; . = not tested or not shown. These rows are one share of the data; count on the stated rates, not on these rows.

nr	smiles	rCAG binder	LEDGF integ inh	TCR CD3 inh	NR1D1 modulator	MBD2 inh	UHRF1 binding	ABHD4 inh	HTRA1 inhibitor	PRMT1 FP inh	PG9 Ab binder
1	CN(c1cccc(NC(=O)CN(c2cccc(Cl)c2)S(=O)(=O)c2ccc(Cl)cc2)c1)S(C)(=O)=O	6	-1	8	-5	2	1	-25	-43	-4	-2.1
2	COc1ccc(O)c(/C=N/NC(=S)NCCc2ccccc2)c1	15	-3	9	6	5	-3	7	26	-2	0.7
3	CN1C(c2ccc(F)cc2)=CS/C1=C(/C#N)c1nnc2n1-c1ccccc1SC2	5	2	-1	-1	-5	0	0	-4	0	-1.2
4	O=C(NCCc1cccs1)C1CC(c2ccccc2F)=NO1 (stereo not given)	-2	12	5	-1	-7	-2	1	-2	-1	-0.4
5	COc1ccc(OC)c(S(=O)(=O)NCCc2csc(-c3cccnc3)n2)c1	-3	2	4	-2	7	3	-11	11	5	1.6
6	COCCN(C(=O)c1ccco1)c1nnc(-c2ccc(F)cc2)s1	-2	-2	-2	-4	1	-1	2	-5	4	1.3
7	CC(=O)c1cccc(NC(=O)Cn2cnc(S(=O)(=O)N3CCc4ccccc43)c2)c1	4	-1	0	0	-3	-1	-4	-6	-3	-0.3
8	Cc1ccc2nc(N3C(=O)C(O)=C(C(=O)c4ccco4)C3c3ccc(C)o3)sc2c1 (stereo not given)	49*	3	-6	-2	-1	-2	-9	-9	14	-0.7
9	CC(=O)OCC1=C(C(=O)O)N2C(=O)C(NC(=O)c3ccc(COc4ccc(Cl)cc4)o3)C2SC1 (stereo not given)	20	2	3	-5	6	0	1	-27	36*	-0.1
10	C=C1CCN([C@@H](CC(C)C)C(=O)NCc2ccco2)S(=O)(=O)c2ccccc21	-4	-1	6	1	5	0	0	-6	2	1.1
11	C[C@@H]1CN([C@@H](C)CO)C(=O)Cc2cc(NS(=O)(=O)c3cn(C)cn3)ccc2O[C@@H]1CN(C)C(=O)Nc1ccccc1	3	-1	5	-4	2	0	1	-3	0	-1.1
12	CC(C)(C)[C@H]1C=C(C(=O)N2CCOCC2)O[C@@H](OCc2ccc(CO)cc2)C1	-4	1	-4	2	0	3	-2	3	2	0.4
13	CCNC(=O)C1CCCN(C(=O)c2ccc3ccccc3c2)CC1 (stereo not given)	-1	3	-7	-2	5	0	-4	.	5	-0.5
14	COc1ccc(NC(=O)C2CC(=O)N(c3ccc(C)cc3)C2)cc1S(=O)(=O)N1CCCCC1 (stereo not given)	0	-2	-7	-4	8	3	-9	10	5	-0.7
15	CCOc1cccc2cc(C(=O)N3CC(C)OC(C)C3)c(=O)oc12 (stereo not given)	-6	-1	5	1	-4	2	4	5	-3	0.8
16	Cc1ccc(NC(=O)Cc2c(O)c3ccccc3[nH]c2=O)c(C)c1	-4	1	6	-1	5	-1	4	2	0	-1.3
17	CCCCN1C=C(C(=O)OCC)C(=O)CC1	2	1	-4	-4	3	17	4	5	-3	2.2
18	COc1ccccc1N1CCN(C(=O)C2CCN(S(=O)(=O)c3ccc(Cl)cc3)CC2)CC1	-6	0	3	-3	-4	-3	-4	-10	-4	0.9
19	O=C(NCCOc1ccccc1)C1C(=O)Nc2ccccc2C(=O)N1C1CCCCC1 (stereo not given)	3	5	1	1	-5	-4	4	.	-2	1.7
20	C=CCNc1ccc(N2C(=O)CCCC2=O)cc1[N+](=O)[O-]	1	0	7	12	-20	-8	1	-5	-8	1.9
21	CC(C)NS(=O)(=O)c1cc(C(=O)O)ccc1Cl	-1	4	-6	1	-2	3	-1	3	-1	-1.4
22	CCCN1CCN(C(=S)Nc2ccccc2C(F)(F)F)CC1	-4	-2	1	2	-1	-3	4	5	1	0.6
23	Cc1ccc(-c2n[nH]c(=S)n2/N=C/c2c(C)nn(-c3ccccc3)c2C)cc1	3	0	1	8	2	3	-2	0	2	-1.5
24	Cn1c(N)c(C(=O)COC(=O)C2CCCCC2)c(=O)n(C)c1=O	-2	-2	2	-2	-4	-2	-5	0	0	-0.7
25	Cc1ccc(NC(=O)CC(C)CC2=NS(=O)(=O)c3ccccc3N2)cc1 (stereo not given)	1	1	-5	2	1	-1	2	-3	-1	-0.8

Continuation.
Letter code: A = rCAG binder; B = LEDGF integ inh; C = TCR CD3 inh; D = NR1D1 modulator; E = MBD2 inh; F = UHRF1 binding; G = ABHD4 inh; H = HTRA1 inhibitor; I = PRMT1 FP inh; J = PG9 Ab binder
#26 CC1CC(c2ccccc2)n2nc(N3C(=O)c4ccccc4C3=O)nc2N1 (stereo not given)
  A: -2; B: 2; C: -5; D: 2; E: 2; F: 0; G: -3; H: 1; I: -1; J: -1.0
#27 O=C(COC(=O)c1ccc2c(c1)OCO2)NC1CCS(=O)(=O)C1 (stereo not given)
  A: 0; B: 0; C: 5; D: 1; E: -1; F: 0; G: -2; H: 2; I: 3; J: 0.3
#28 CC(=O)Nc1ccc(NC(=O)C(C)OC(=O)CCCc2c[nH]c3ccccc23)cc1 (stereo not given)
  A: -3; B: -1; C: 4; D: -1; E: -3; F: -2; G: -5; H: 1; I: 1; J: 0.0
#29 O=C(CCN1C(=O)C2C3C=CC(C4CC34)C2C1=O)Nc1ccc(Cl)cc1O (stereo not given)
  A: 2; B: 2; C: 11; D: 1; E: 0; F: -4; G: -1; H: 2; I: 0; J: 1.4
#30 COc1ccc(Cc2nnc(NC(=O)c3cccc([N+](=O)[O-])c3)s2)cc1
  A: 6; B: 0; C: 3; D: -2; E: -1; F: 5; G: -1; H: 0; I: -1; J: -2.1
#31 COC(=O)c1cccc2c1C(=O)c1cc([N+](=O)[O-])ccc1-2
  A: 2; B: -3; C: 1; D: -24; E: 2; F: -2; G: 0; H: 6; I: -1; J: -2.8
#32 COc1ccc(-c2n[nH]c(=S)n2-c2ccc(Br)cc2)cc1OC
  A: 7; B: 7; C: 1; D: 2; E: -3; F: 0; G: 6; H: 1; I: -5; J: 0.0
#33 O=C(COC(=O)c1cccc(S(=O)(=O)N2CCCCC2)c1)NC1CCCc2ccccc21 (stereo not given)
  A: 1; B: -1; C: 2; D: 3; E: -3; F: -3; G: -2; H: -4; I: -1; J: -2.3
#34 CCn1c(SCC(=O)Nc2nccs2)nnc1-c1cc2cccc(OC)c2o1
  A: -3; B: -1; C: 0; D: 17; E: 3; F: -1; G: 0; H: -2; I: -1; J: -1.5
#35 COc1ccccc1-n1c(CCn2nc(C)c(Br)c2C)n[nH]c1=S
  A: 1; B: -1; C: 5; D: -2; E: -4; F: 0; G: 2; H: 3; I: 0; J: -1.7

A few values from above.
For MBD2 inh, #34 has 3
For PRMT1 FP inh, #30 has -1

Molecules from the list above containing bromine, in the order listed:
Letter code: A = rCAG binder; B = LEDGF integ inh; C = TCR CD3 inh; D = NR1D1 modulator; E = MBD2 inh; F = UHRF1 binding; G = ABHD4 inh; H = HTRA1 inhibitor; I = PRMT1 FP inh; J = PG9 Ab binder
#32 COc1ccc(-c2n[nH]c(=S)n2-c2ccc(Br)cc2)cc1OC
  A: 7; B: 7; C: 1; D: 2; E: -3; F: 0; G: 6; H: 1; I: -5; J: 0.0
#35 COc1ccccc1-n1c(CCn2nc(C)c(Br)c2C)n[nH]c1=S
  A: 1; B: -1; C: 5; D: -2; E: -4; F: 0; G: 2; H: 3; I: 0; J: -1.7

Carrying on.
Letter code: A = rCAG binder; B = LEDGF integ inh; C = TCR CD3 inh; D = NR1D1 modulator; E = MBD2 inh; F = UHRF1 binding; G = ABHD4 inh; H = HTRA1 inhibitor; I = PRMT1 FP inh; J = PG9 Ab binder
#36 Cc1ccc(S(=O)(=O)N2CCCCC2)cc1NC(=O)c1cncc(Br)c1
  A: 2; B: -3; C: -2; D: 1; E: -4; F: 0; G: 3; H: -17; I: 3; J: 1.3
#37 Cc1ccc(N2C(S)=C(C#N)C(=O)NC2c2ccco2)cc1 (stereo not given)
  A: 3; B: 2; C: 2; D: -3; E: 3; F: 2; G: 3; H: -1; I: 2; J: -1.1
#38 CCO[C@H]1OC(C(=O)NCc2nc3ccccc3[nH]2)=C[C@@H](c2ccc(C(F)(F)F)cc2)[C@@H]1CCCO
  A: -3; B: -5; C: -3; D: 5; E: 0; F: -3; G: -12; H: -22; I: 2; J: -1.0
#39 N#CCCN(C(=O)COc1ccc(Br)cc1F)c1ccc(F)cc1
  A: -3; B: -1; C: -7; D: -1; E: 0; F: 5; G: -8; H: 4; I: 4; J: 1.4
#40 C[C@H](CO)N1C[C@H](C)[C@@H](CN(C)C(=O)Nc2ccc(C(F)(F)F)cc2)OCc2cn(nn2)CCCC1=O
  A: 3; B: -2; C: -8; D: 4; E: 1; F: 1; G: 6; H: .; I: 5; J: 1.6

Profiles from above.
Cc1ccc(N2C(S)=C(C#N)C(=O)NC2c2ccco2)cc1 (stereo not given) is listed as rCAG binder: 3; LEDGF integ inh: 2; TCR CD3 inh: 2; NR1D1 modulator: -3; MBD2 inh: 3; UHRF1 binding: 2; ABHD4 inh: 3; HTRA1 inhibitor: -1; PRMT1 FP inh: 2; PG9 Ab binder: -1.1
N#CCCN(C(=O)COc1ccc(Br)cc1F)c1ccc(F)cc1 is listed as rCAG binder: -3; LEDGF integ inh: -1; TCR CD3 inh: -7; NR1D1 modulator: -1; MBD2 inh: 0; UHRF1 binding: 5; ABHD4 inh: -8; HTRA1 inhibitor: 4; PRMT1 FP inh: 4; PG9 Ab binder: 1.4

Ordered by number of heavy atoms (rising): some entries from above
Letter code: A = rCAG binder; B = LEDGF integ inh; C = TCR CD3 inh; D = NR1D1 modulator; E = MBD2 inh; F = UHRF1 binding; G = ABHD4 inh; H = HTRA1 inhibitor; I = PRMT1 FP inh; J = PG9 Ab binder
#35 COc1ccccc1-n1c(CCn2nc(C)c(Br)c2C)n[nH]c1=S
  A: 1; B: -1; C: 5; D: -2; E: -4; F: 0; G: 2; H: 3; I: 0; J: -1.7
#36 Cc1ccc(S(=O)(=O)N2CCCCC2)cc1NC(=O)c1cncc(Br)c1
  A: 2; B: -3; C: -2; D: 1; E: -4; F: 0; G: 3; H: -17; I: 3; J: 1.3
#38 CCO[C@H]1OC(C(=O)NCc2nc3ccccc3[nH]2)=C[C@@H](c2ccc(C(F)(F)F)cc2)[C@@H]1CCCO
  A: -3; B: -5; C: -3; D: 5; E: 0; F: -3; G: -12; H: -22; I: 2; J: -1.0
